FEN1 inhibitor = human FEN1 inhibition. Recombinant FEN1 flap cleavage, fluorescence, 15 min. actives 0.35% (n = 390,000). Potency, µM (doses to about 114 µM), inactives show top-dose activity change, negative = inhibition, actives largely listed as inhibitors. AID 588795; note: nearly all actives have a fitted effect of over 65% in size
Target sequence (P39748 whole entry, looked up): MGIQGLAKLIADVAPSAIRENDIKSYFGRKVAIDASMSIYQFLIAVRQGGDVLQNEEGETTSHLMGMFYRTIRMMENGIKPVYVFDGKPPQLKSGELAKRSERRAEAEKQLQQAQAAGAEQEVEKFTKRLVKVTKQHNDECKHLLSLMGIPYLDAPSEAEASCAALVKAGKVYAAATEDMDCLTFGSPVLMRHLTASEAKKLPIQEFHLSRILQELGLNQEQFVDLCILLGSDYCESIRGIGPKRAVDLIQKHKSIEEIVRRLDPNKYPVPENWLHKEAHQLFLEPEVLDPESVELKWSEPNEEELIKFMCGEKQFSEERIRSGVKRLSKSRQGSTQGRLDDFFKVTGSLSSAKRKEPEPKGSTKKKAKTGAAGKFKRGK
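Read-out was taken twice, immediately and after 15 min, following addition of 50 nM substrate to 10 nM FEN1 that had sat with test compound for 15 min at room temperature. Curves came from a four-parameter Hill model.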
TDP1 cell CPT = growth inhibition of DT40 Tdp1-/-;hTDP1 cells with camptothecin (screen for TDP1 inhibitors); chicken DT40 Tdp1-/-;hTDP1 cells + 20 nM CPT, ATP luminescence, 48 h; Potency, µM (doses to about 46.2 µM), for the others: at the highest dose activity change, negative = growth inhibition, most hits filed as inhibitors; actives 12% (n = 420,000); AID 686979; note: nearly all actives have a fitted effect of over 55% in size
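Chicken DT40 Tdp1-/- cells stably complemented with human TDP1 were seeded at 400 cells/well in medium containing 20 nM camptothecin, exposed to pin-transferred compounds, and grown at 37 °C for at least 48 hr. Viability was read as ATP luminescence.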
N370S GC = inhibitors or activators of N370S glucocerebrosidase for Gaucher disease; N370S GC spleen homogenate, 4MU-glucoside fluorescence; Potency, µM (highest dose often 59.4 µM), for inactives: at the highest dose activity change, negative = inhibition, most hits filed as inhibitors; actives 0.092% (n = 330,000); AID 2101;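 note: 0% = full enzyme activity and -100% = no enzyme basal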
An asterisk follows results filed as active; ? = inconclusive; / = no result given; & = joins results of further samples; [ ] = another dose, or the depositor's remark. Calls come from the whole dose curve; as a rule, active = well fitted curve in the direction sought with a large enough effect; inconclusive = small, poorly fitted or top-dose-only effect, or another doubt; inactive = no such curve, though single readings can be large; an effect the other way counts as inactive or inconclusive. Unless noted, % is set by controls: 0 for no effect and ±100 for the full control effect; potency is the fitted concentration of half-maximal effect. A portion of the library; rates above refer to the full screens.

# | mol | N370S GC | TDP1 cell CPT | FEN1 inhibitor
1 | Cc1c(/C=N/NC(=O)c2ccc(Br)o2)cnn1C | 9.8% | 17.9% | -10.5%
2 | O=C(NC1CCCCC1)c1ccc(-c2ccc(Cl)cc2)o1 | ? | ? | 1.3%
3 | O=C(Nc1ccccc1)c1ccc(NCC2CCCO2)c([N+](=O)[O-])c1 (stereo unspecified) | 13.5% | -4.2% | -4.5%
4 | CCCc1nnc(SCC(=O)N2CCOCC2)n1CC1CCCO1 (stereo unspecified) | -12.1% | 7.7% | -4.3%
5 | O=C(COC(=O)CCc1ccccc1)Nc1ccccc1OC(F)F | 1.7% | -5.6% | -5.2%
6 | CCC(C)/C(C)=N/NC(=O)c1ccc(CSc2nc3ccccc3s2)cc1 (stereo unspecified) | 0.3% | 14.6µM* | -7.3%
7 | CCOC(=O)CSc1nc(N)c(C#N)cc1C#N | -7.9% | -27.6% | -33.3%
8 | Cc1ccc(C(C(=O)NC2CCCC2)N2CCc3ccccc32)cc1 (stereo unspecified) | 2.7% | -5.1% | 19.3%
9 | O=C(CN1CCN(Cc2ccccc2Cl)CC1)N=Nc1c(O)[nH]c2ccccc12 | -7.0% | ? | -0.5%
10 | COCc1cc(C)n(CC(=O)N2CCCC2)c(=O)c1C#N | -5.1% | -18.6% | 18.2%
11 | Cc1nc2cc(NC(=O)NCc3ccco3)ccc2n1C | 2.8% | -1.8% | 1.6%
12 | COc1cc(N)c(Cl)cc1C(=O)OCC(=O)N(C)C1CCCCC1 | / | -0.9% | -7.0%
13 | COc1ccc(Cl)cc1N(CC(=O)Nc1cccc(SC)c1)S(C)(=O)=O | 4.1% | -4.1% | -15.3%
14 | CCOC(=O)C1CCN(C(=O)COC(=O)c2nc3nc(C)cc(C)n3n2)CC1 | -6.2% | -3.6% | -2.6%
15 | CCc1ccccc1NC(=O)COC(=O)C1C2CC3OC(=O)C1C3C2 (stereo unspecified) | -15.2% | -10.4% | -2.4%
16 | Cc1cccc(OCCC(=O)OCC(=O)Nc2c(C)nn(-c3ccccc3)c2C)c1 | -2.3% | 5.0% | 8.1%
17 | CC1(C)CC(=O)C(N=Nc2c(F)cccc2F)=C(O)C1 | -10.3% | 1.5% | 3.4%
18 | CCCc1c(C(=O)Nc2ccc(F)cc2F)cnn1-c1ccccc1 | -19.5% | ? | 12.9%
19 | C=CCn1c(=NC(=O)c2ccc(S(=O)(=O)N3CCCC3)cc2)sc2cc(NC(C)=O)ccc21 | -8.3% | -24.1% | -7.5%
20 | Cc1ccc2nc(-c3ccc(Br)cc3)cn2c1 | -16.6% | 1.3% | -7.7%
21 | COCCNC(=O)CN(C(=O)Cn1nnc2ccccc21)c1ccc(C)cc1 | ? | 0.1% | 17.6%
22 | S=C(Nc1ccccc1)N1CCN(Cc2ccccc2)CC1 | -1.4% | -5.8% | -4.1%
23 | O=C(COC(=O)c1ccc(O)cc1)c1ccc2c(c1)OCCO2 | -2.3% | -5.3% | 0.6%
24 | CC(C)[C@@H](C(=O)O)N(Cc1cccc(CN([C@H](C(=O)O)C(C)C)S(C)(=O)=O)c1)S(C)(=O)=O | 0.5% | -12.6% | 16.8%
25 | CC(=O)Oc1c2c(c3c(c1CC=C(C)C)O[C@@]14C(=CC5CC1C(C)(C)OC4(C/C=C(\C)C(=O)O)C5=O)C3=O)OC(C)(CCC=C(C)C)C=C2 (stereo partly specified) | -8.9% | 2.91µM* | /
26 | Cn1c(=O)c2c(-c3ccccc3)n(Cc3ccccn3)cc2n(C)c1=O | 2.4% | -2.5% | -2.7%
27 | O=C(Nc1cc(S(=O)(=O)N2CCCCCC2)ccc1OCC(F)(F)F)c1ccc(=O)[nH]c1 | / | -17.9% | -7.1%
28 | O=C(c1ccccc1)c1c[nH]c(C(=O)NNc2cccc(Cl)n2)c1 | 9.1% | -11.3% | 12.1%
29 | O=C(CSc1nnc(-c2ccc(Br)cc2)o1)Nc1cccc(C(=O)O)c1 | -0.6% | -6.0% | -5.7%
30 | CN(C(=O)c1ccccc1C(=O)OCC(=O)c1ccccc1)c1ccccc1 | / | -11.1% | 18.2%

One compound at a time, from the list above. Screens in order: N370S GC | TDP1 cell CPT | FEN1 inhibitor
Results for Cn1c(=O)c2c(-c3ccccc3)n(Cc3ccccn3)cc2n(C)c1=O : 2.4% | -2.5% | -2.7%
Results for CCc1ccccc1NC(=O)COC(=O)C1C2CC3OC(=O)C1C3C2 (stereo unspecified) : -15.2% | -10.4% | -2.4%

Carrying on:
# | mol | N370S GC | TDP1 cell CPT | FEN1 inhibitor
31 | Cc1c(C(=O)Nc2cccc(S(=O)(=O)N3CCOCC3)c2)oc2ccccc12 | / | ? | -0.7%
32 | N=C1SCC(=O)N1/N=C/c1ccccc1 | -6.5% | -7.0% | 0.0%
33 | O=C(NCc1ccc(Cl)cc1)C1CCN(S(=O)(=O)c2ccccc2)CC1 | 0.2% | ? | 0.1%&4.6%
34 | Cc1cc(OCC(=O)OCC(=O)Nc2ccc(Cl)cn2)ccc1Cl | / | 6.2% | -13.0%
35 | Cc1ccc(S(=O)(=O)CCC(O)c2ccc(Cl)cc2)cc1 (stereo unspecified) | -9.1% | -16.4% | -5.2%
36 | CC1CC2(C)C(=CC1=O)CCC1C2C(O)CC2(C)C1CCC2(O)C(=O)CO (stereo unspecified) | / | 7.0% | -4.5%
37 | COc1ccc(NC(=O)c2c(NC(=O)COc3ccc(Cl)cc3)sc3c2CCCCC3)cc1 | / | ? | -2.4%
38 | O=C(NCC1CCCO1)C(c1cccs1)N(Cc1ccccc1Cl)C(=O)c1ccc(-c2ccccc2)[nH]1 (stereo unspecified) | 4.7% | ? | -19.6%
39 | COc1ccc(Nc2n[nH]c(N)c2C(N)=O)cc1 | -8.6% | -10.5% | -5.3%
40 | Nc1cc(=O)nc(SCC(=O)Nc2ccc(F)cc2)n1-c1cccc(Cl)c1 | / | 1.2% | 40.3%[activator]
41 | COc1ccc(C(=O)N(C)CC(=O)Nc2cccc(F)c2)cc1S(=O)(=O)NC1CCCC1 | -22.8% | -18.8% | -6.9%
42 | Cc1nc2nc(SCC(=O)c3ccccc3)[nH]c2cc1Br | 11.0% | 0.5% | -1.5%
43 | COc1cc(C(=O)NC(C)c2cc(C)ccc2C)ccc1OCC(=O)N1CCOCC1 (stereo unspecified) | / | -22.1% | 5.8%
44 | COc1ccccc1N(CC(=O)Nc1ccccc1C(=O)NCC(C)C)S(C)(=O)=O | 1.2% | 0.5% | 7.2%
45 | CCCn1nnc(NC(=O)c2ccccc2Cl)n1 | 6.0% | -0.2% | -1.7%
46 | COc1ccc(C2/C=C\CN(Cc3ccccc3)CC(=O)N2Cc2ccc(F)cc2)cc1 (stereo unspecified) | 0.2% | / | -4.9%
47 | COc1ccc(C(=O)n2nc(C#N)c(C#N)c2N)cc1 | -3.8% | -20.7% | 18.3%
48 | Nc1ncc(Br)cc1S(=O)(=O)Nc1cc(C(F)(F)F)cc(C(F)(F)F)c1 | -11.0% | ? | -17.1%
49 | CCC(=O)Nc1ccc(NC(=O)CSc2nnnn2C(C)C)cc1 | -1.4% | -10.6% | -10.8%
50 | Cc1ccc(C2NC(c3ccc(C)cc3)C([N+](=O)[O-])C(C)(C)C2[N+](=O)[O-])cc1 (stereo unspecified) | 1.5% | -22.0% | -14.4%
51 | CCOc1ccccc1OCC(=O)NC1CCCCC1 | ? | 0.4% | -4.6%
52 | O=C(CCCn1c(=O)c2ccccc2n(CC(=O)Nc2cccc(Cl)c2)c1=O)NCc1ccc2c(c1)OCO2 | / | ? | -5.5%
53 | Cc1oc(-c2ccccc2Cl)nc1Cn1c(SCc2cccc(F)c2)nc2cccnc21 | / | 23.1µM* | -9.5%
54 | COc1cc(CCC(=O)OCn2nnc3ccccc3c2=O)cc(OC)c1OC | 3.1% | -16.9% | -5.9%
55 | Cc1ccc(S(=O)(=O)NC(=O)Nc2cc(C)no2)cc1 | -5.7% | -3.6% | 9.6%
56 | COc1ccc(C)cc1N(CC(=O)N1CCCC1)S(C)(=O)=O | 0.0% | -1.2% | 6.3%
57 | COc1cc(C2C(Oc3ccccc3C)C(=O)N2Cc2ccc(F)cc2)cc(OC)c1OC (stereo unspecified) | 6.1% | 1.3% | 9.5%
58 | CCOc1nc(-c2ccccc2)ccc1-c1noc(-c2ccco2)n1 | 12.7% | -29.5% | -4.3%
59 | CSCCC(NC(=O)c1ccccc1)C(=O)N(C)CC(=O)Nc1ccc(N2CCOCC2)cc1 (stereo unspecified) | -13.0% | 0.0% | 6.3%
60 | Oc1c(Cl)cc(Cl)cc1CNc1ccccn1 | 5.0% | 6.3% | -11.4%

(more compounds)
# | mol | N370S GC | TDP1 cell CPT | FEN1 inhibitor
61 | Cc1cc(C)nc(N2CCC(C(=O)NC3CC3)CC2)n1 | -9.6% | 5.1% | 3.8%
62 | Cc1cn2c(=O)cc(COC(=O)c3cccc(NC(=O)c4ccc(C(C)(C)C)cc4)c3)nc2s1 | / | 10.1% | -5.7%
63 | NC(=O)COC(=O)c1ccc(NS(=O)(=O)c2ccc3c(c2)OCCO3)cc1 | 2.2% | ? | -17.0%
64 | COc1cc(C2C=C(C(=O)O)Nc3ncnn32)ccc1O (stereo unspecified) | / | -20.0% | -3.0%
65 | O=C(N/N=C/c1c(F)c(F)c(F)c(F)c1F)c1cccc(S(=O)(=O)N2CCOCC2)c1 | -1.3% | ? | 16.6%
66 | CC(C)CN(C(=O)CN1CCc2ccccc21)c1c(N)n(CC(C)C)c(=O)[nH]c1=O | 5.5% | -17.7% | -3.3%
67 | O=C(c1ccccc1)N1CCN(C(=O)N2CCOCC2)CC1 | -4.3% | 11.6% | -1.4%
68 | CCOc1ccc(S(=O)(=O)N2CCCC(C(=O)N3CCOCC3)C2)cc1Cl (stereo unspecified) | -0.6% | ? | 1.6%
69 | O=C(N/N=C/c1cccc([N+](=O)[O-])c1)c1cc2c(ccc3ccccc32)o1 | 0.4%[12.8 µM] | -27.7% | -11.7%
70 | C=CCOc1ccc(/C=N/NC(=O)CN(c2cc(Cl)ccc2OC)S(=O)(=O)c2ccc(C)c([N+](=O)[O-])c2)cc1 | -3.5% | 7.0% | -9.4%
71 | COC(=O)c1c(NC(=O)c2ccoc2C)sc(C)c1C | -4.1% | -10.2% | -2.9%
72 | CCOc1ncccc1C(=O)Nc1ccc(-c2cn3ccsc3n2)cc1 | 5.0% | -11.5% | 0.9%
73 | CC12CCC=CC1C(c1ccc3ccccc3c1)N(Cc1ccccc1)C2=O (stereo unspecified) | 6.3% | / | 5.6%
74 | CCCN1CNc2c(c(=O)[nH]c(=S)n2CCc2cc(OC)cc(OC)c2)C1 | / | ? | -0.3%
75 | O=C(CCCOc1ccccc1)n1nnc2ccccc21 | 6.2% | -6.3% | -3.0%
76 | C#CC(CC)(CC)NC(=O)c1c(C)noc1C | -3.6% | -16.0% | -5.9%
77 | CCN1CCN(C(=O)CS(=O)(=O)Cc2nc(-c3ccc(C)cc3)oc2C)CC1 | 21.5% | -23.3% | -11.2%

Shown with two lines to a compound: two of the compounds above
Under each structure: N370S GC, TDP1 cell CPT, FEN1 inhibitor
76) C#CC(CC)(CC)NC(=O)c1c(C)noc1C
→ -3.6%, -16.0%, -5.9%
77) CCN1CCN(C(=O)CS(=O)(=O)Cc2nc(-c3ccc(C)cc3)oc2C)CC1
→ 21.5%, -23.3%, -11.2%

3 structures already listed, sorted by count of non-hydrogen atoms, falling:
# | mol | N370S GC | TDP1 cell CPT | FEN1 inhibitor
70 | C=CCOc1ccc(/C=N/NC(=O)CN(c2cc(Cl)ccc2OC)S(=O)(=O)c2ccc(C)c([N+](=O)[O-])c2)cc1 | -3.5% | 7.0% | -9.4%
69 | O=C(N/N=C/c1cccc([N+](=O)[O-])c1)c1cc2c(ccc3ccccc32)o1 | 0.4%[12.8 µM] | -27.7% | -11.7%
64 | COc1cc(C2C=C(C(=O)O)Nc3ncnn32)ccc1O (stereo unspecified) | / | -20.0% | -3.0%

Records 60 through 66 from above:
# | mol | N370S GC | TDP1 cell CPT | FEN1 inhibitor
60 | Oc1c(Cl)cc(Cl)cc1CNc1ccccn1 | 5.0% | 6.3% | -11.4%
61 | Cc1cc(C)nc(N2CCC(C(=O)NC3CC3)CC2)n1 | -9.6% | 5.1% | 3.8%
62 | Cc1cn2c(=O)cc(COC(=O)c3cccc(NC(=O)c4ccc(C(C)(C)C)cc4)c3)nc2s1 | / | 10.1% | -5.7%
63 | NC(=O)COC(=O)c1ccc(NS(=O)(=O)c2ccc3c(c2)OCCO3)cc1 | 2.2% | ? | -17.0%
64 | COc1cc(C2C=C(C(=O)O)Nc3ncnn32)ccc1O (stereo unspecified) | / | -20.0% | -3.0%
65 | O=C(N/N=C/c1c(F)c(F)c(F)c(F)c1F)c1cccc(S(=O)(=O)N2CCOCC2)c1 | -1.3% | ? | 16.6%
66 | CC(C)CN(C(=O)CN1CCc2ccccc21)c1c(N)n(CC(C)C)c(=O)[nH]c1=O | 5.5% | -17.7% | -3.3%

Bioassay records deposited in PubChem by National Center for Advancing Translational Sciences (NCATS).
